M. tuberculosis HTS: M. tuberculosis growth inhibition, HTS (AID 449762). M. tuberculosis H37Rv growth inhibition, 7H9 media; higher % means a stronger effect. 0.59% of 330,000 active. one-dose inhibition, % at 25 µM; IC50 in µM for titrated hits; in the data active means a potency from the dose series;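 further: bacterial growth assessed after seven days of incubation; strong numbers were not always called active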
H1N1 NS1A inhibition: NS1A inhibition, H1N1 influenza, cell based functional assay (AID 504329); NS1A functional cell-based assay, percent inhibition; higher % means a stronger effect; inhibition, % at 12.5 µM; hits with a dose series show IC50 in µM; 0.3% of 340,000 active; in the data active means a potency from the dose series; further: strong numbers were not always called active
VEEV TC-83 Vero: inhibitors of VEEV TC-83 cytopathic effect, confirmation, Vero cells (AID 588727); Vero cells, VEEV TC-83 cytopathic effect inhibition; higher % means a stronger effect; inhibition, % at 20 µM, or IC50 in µM where a hit was titrated; 0.13% of 350,000 active; in the data active means a potency from the dose series; further: strong numbers were not always called active
PhoP GFP inhibition: PhoP regulon inhibitors, Salmonella typhi PhoP promoter GFP reporter, confirmatory (AID 1850); Salmonella Typhi PhoP-promoter GFP reporter, fluorescence, 4 h; higher % means a stronger effect; one-dose inhibition, % at 50 µM; IC50 in µM for titrated hits; 0.33% of 310,000 active; in the data active means a potency from the dose series;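 further: 0% = induced wells with vehicle and 100% = uninduced wells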
tuberculosis growth: growth inhibition of non-replicating M. tuberculosis (AID 488890); Mycobacterium tuberculosis non-replicating, growth inhibition; higher % means a stronger effect; inhibition, % at 25 µM; hits with a dose series show IC50 in µM; 0.39% of 320,000 active; in the data active means a potency from the dose series;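 further: plate controls were DMSO cells for no effect and high antibiotic wells for full effect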
* = called active by the depositor; i = inactive; . = not tested or not shown.

No.	canonical_smiles	VEEV TC-83 Vero	H1N1 NS1A inhibition	tuberculosis growth
1	COc1ccc([N+](=O)[O-])cc1N(CC(=O)N1CCN(Cc2ccccc2)CC1)S(C)(=O)=O	i	5%	-11%
2	CCN(CC)C(=O)COc1cc(C)c(Cl)c(C)c1	0.4%	-4%	3%
3	CCCOc1ccc(C(=O)Nc2ccc(N3CCN(C(C)=O)CC3)cc2)cc1	1.1%	10%	42%
4	Cc1cccc(NS(=O)(=O)c2cc3c4c(c2)C(C)C(=O)N4CCC3)c1 (centres undefined)	0.9%	3%	15%
5	O=C(Nc1ccccc1N1CCOCC1)c1cc(-c2ccco2)nc2ccccc12	5.7%	0%	32%
6	O=C(NCc1ccco1)c1nc2ccccc2s1	0.5%	-6%	4.2µM*
7	CC1(C)CC(=O)C(C=NCCc2ccc(O)cc2)=C(O)C1	0.2%	-7%	17%
8	CN(C)CCn1c(=O)n(-c2cccc(Cl)c2)c(=O)c2c3c(sc21)CCCCC3	3.9%	14%	25%
9	CC(=O)C1CCC2C3CCC4=CC(=O)CC[C@]4(C)[C@@]3(F)C(O)C[C@]12C (some centres undefined)	0.2%	-2%	-19%
10	CCn1nnc(NC(=O)c2cccc(-c3cc4ccccc4oc3=O)c2)n1	4.3%	1%	10%

No.	PhoP GFP inhibition	M. tuberculosis HTS
1	-3%	1%
2	1%	2%
3	4%	5%
4	12%	-5%
5	5%	-1%
6	-3%	4%
7	-8%	-8%
8	-3%	43%
9	-5%	4%
10	-10%	-1%

An excerpt from above in order of length of the SMILES, largest number first.
No.	canonical_smiles	VEEV TC-83 Vero	H1N1 NS1A inhibition	tuberculosis growth
1	COc1ccc([N+](=O)[O-])cc1N(CC(=O)N1CCN(Cc2ccccc2)CC1)S(C)(=O)=O	i	5%	-11%
9	CC(=O)C1CCC2C3CCC4=CC(=O)CC[C@]4(C)[C@@]3(F)C(O)C[C@]12C (some centres undefined)	0.2%	-2%	-19%
8	CN(C)CCn1c(=O)n(-c2cccc(Cl)c2)c(=O)c2c3c(sc21)CCCCC3	3.9%	14%	25%
4	Cc1cccc(NS(=O)(=O)c2cc3c4c(c2)C(C)C(=O)N4CCC3)c1 (centres undefined)	0.9%	3%	15%
5	O=C(Nc1ccccc1N1CCOCC1)c1cc(-c2ccco2)nc2ccccc12	5.7%	0%	32%
10	CCn1nnc(NC(=O)c2cccc(-c3cc4ccccc4oc3=O)c2)n1	4.3%	1%	10%
7	CC1(C)CC(=O)C(C=NCCc2ccc(O)cc2)=C(O)C1	0.2%	-7%	17%
2	CCN(CC)C(=O)COc1cc(C)c(Cl)c(C)c1	0.4%	-4%	3%
6	O=C(NCc1ccco1)c1nc2ccccc2s1	0.5%	-6%	4.2µM*

No.	PhoP GFP inhibition	M. tuberculosis HTS
1	-3%	1%
9	-5%	4%
8	-3%	43%
4	12%	-5%
5	5%	-1%
10	-10%	-1%
7	-8%	-8%
2	1%	2%
6	-3%	4%

Further records follow.
No.	canonical_smiles	VEEV TC-83 Vero	H1N1 NS1A inhibition	tuberculosis growth
11	CC(NC(=O)COC(=O)C1=NN(c2ccccc2)C(=O)CC1)c1ccccc1 (centres undefined)	1.2%	-6%	.
12	O=S(=O)(NC1CC(NS(=O)(=O)OCC(Cl)(Cl)Cl)C2CCCCC12)OCC(Cl)(Cl)Cl (centres undefined)	i	-8%	35%
13	COCCCn1c(SCC(=O)c2ccccc2)nc2ccccc2c1=O	9.7%	-16%	18%
14	N#CC1=C(SCc2ccccc2)NC(=O)CC1c1cccc(O)c1 (centres undefined)	0.1%	2%	19%
15	COc1ccc(C(CNc2ncnc3sc(C)c(C)c23)N(C)C)cc1 (centres undefined)	0.8%	11%	18%
16	Cc1nnc(NC(=O)c2cccc(S(=O)(=O)N3CCOCC3)c2)s1	1.9%	-1%	3%
17	COc1cc(NC(=O)Cn2nnc(-c3ccncc3)n2)cc(OC)c1	i	3%	21%
18	COc1ccc(NC(=S)NN2CCN(C)CC2)cc1OC	1.6%	-5%	-2%
19	CN(CCc1ccccc1)C(=O)c1cccc(NC(=O)Cc2cccc(NC(=O)C3CCN(C(=O)C4CCCCC4)CC3)c2)c1	0.3%	-19%	.
20	c1ccc(C[C@H]2CNCCN2CC2CCCCC2)cc1	i	-7%	3%
21	COc1ccc(OCCN2CCN(C(=O)c3ccc(OC(F)F)c(OC)c3)CC2)cc1	i	10%	6%

No.	PhoP GFP inhibition	M. tuberculosis HTS
11	.	.
12	4%	5%
13	-8%	0%
14	-13%	6%
15	-1%	-7%
16	-16%	7%
17	7%	3%
18	-7%	5%
19	.	.
20	-4%	-4%
21	4%	2%

Source: PubChem BioAssay

Outcome played no part in choosing rows. About 1.5% of those tested had a hit in this group.
